V1R ag counter – counter-screen for oxytocin receptor agonists: human V1a receptor agonists. P37288. CHO-V1R cells, Fluo-8 calcium fluorescence, agonist mode; 0% DMSO, 100% 3 nM vasopressin. activation, % at 3 µM. hit rate 0.25% among 320,000. AID 2797;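 active = activation above the mean activation of all tested compounds plus 3 SD, per screening run, cut at about 20% in these data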;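 also: signal is peak over basal fluorescence ratio across a 100 second FLIPR read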
OXTR agonist – agonists of human oxytocin receptor; CHO-OTR cells, Fluo-8 calcium fluorescence; normalized: DMSO 0%, oxytocin 100%; activation, % at 3 µM; hit rate 0.32% among 320,000; AID 2435;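 active = activation above the mean of all tested compounds plus 3 SD, cutoff set per screening run, cut at about 20% in these data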;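 also: peak over basal fluorescence ratio from a 100 s FLIPR kinetic read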
GalR3 antagonist – human GalR3 antagonism; HEK293 GalR3-CNG cAMP membrane potential fluorescence; galR3 body fused to GalR1 C-terminus; O60755; hit rate 0.44% among 360,000; inhibition, % at 3 µM;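 active = inhibition above the screen-wide average plus 3 SD, cut at about 13% in these data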;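 also: forskolin and galanin both at EC90 stimulate the cells; cAMP rise reported by CNG channel membrane potential dye signal; 0% = forskolin plus galanin with DMSO and 100% = forskolin alone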
Target sequence (O60755 1-299 limits assumed): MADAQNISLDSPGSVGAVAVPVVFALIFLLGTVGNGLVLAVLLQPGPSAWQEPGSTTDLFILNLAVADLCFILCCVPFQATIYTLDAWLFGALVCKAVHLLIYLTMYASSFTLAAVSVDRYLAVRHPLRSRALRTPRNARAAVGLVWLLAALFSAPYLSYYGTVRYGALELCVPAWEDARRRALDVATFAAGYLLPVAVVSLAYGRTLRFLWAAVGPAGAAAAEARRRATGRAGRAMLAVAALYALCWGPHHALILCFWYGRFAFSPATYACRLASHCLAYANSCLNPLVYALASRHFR
PHOSPHO1 inh – inhibitors of human PHOSPHO1 phosphatase | inhibition, % at 13.3 µM | Q8TCT1 | hit rate 1.1% among 290,000 | recombinant PHOSPHO1, absorbance phosphatase assay | AID 1565; in the data active = inhibition above about 60%
GPR7 antagonist – antagonists of human GPR7 (neuropeptides B/W receptor 1); AID 1861; inhibition, % at 4.4 µM; P48145; GPR7-expressing cells, fluorescence antagonist assay; hit rate 1.1% among 290,000; in the data active = inhibition above about 16%, passing the limit was not always enough;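 also: cells stimulated with the agonist NPW; 0% = agonist with vehicle and 100% = vehicle without agonist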
MEKK3 PB1 HTS – raises or lowers MEK5 binding to the human MEKK3 PB1 domain | binding response (% of control), % at 10 µM | AID 1529 | bead-based flow cytometry, Alexa488-MEK5 binding to MEKK3; actives lie on both sides; 0 = blocked by unlabeled MEK5, 100 = vehicle | hit rate 1.4% among 290,000 | Q99759;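 active = binding response more than 3 SD above or below the average of its plate-row segment, actives on both sides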;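 also: Alexa488 bead fluorescence after subtracting the streptavidin-only scavenger bead signal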
Target sequence (Q99759 whole entry, looked up, the tested form may be a part): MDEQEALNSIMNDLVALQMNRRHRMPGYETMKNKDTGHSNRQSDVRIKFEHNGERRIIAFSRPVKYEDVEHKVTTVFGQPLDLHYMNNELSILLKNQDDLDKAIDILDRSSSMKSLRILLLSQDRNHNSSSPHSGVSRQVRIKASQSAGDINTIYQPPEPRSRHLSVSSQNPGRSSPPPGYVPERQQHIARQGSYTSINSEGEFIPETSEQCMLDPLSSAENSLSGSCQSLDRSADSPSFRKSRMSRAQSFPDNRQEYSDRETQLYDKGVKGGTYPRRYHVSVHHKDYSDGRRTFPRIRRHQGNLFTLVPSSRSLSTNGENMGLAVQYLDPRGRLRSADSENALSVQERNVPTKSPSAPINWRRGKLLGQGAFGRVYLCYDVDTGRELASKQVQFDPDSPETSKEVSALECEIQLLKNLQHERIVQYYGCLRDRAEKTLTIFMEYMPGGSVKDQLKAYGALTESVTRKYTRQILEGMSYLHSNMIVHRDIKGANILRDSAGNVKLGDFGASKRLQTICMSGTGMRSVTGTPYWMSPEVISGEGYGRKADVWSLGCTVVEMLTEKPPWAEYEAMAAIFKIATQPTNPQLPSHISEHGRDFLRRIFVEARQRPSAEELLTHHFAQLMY
MEKK2wt PB1 HTS – raises or lowers MEK5 binding to wildtype human MEKK2 PB1 domain; bead flow cytometry, Alexa488-MEK5 binding to MEKK2 WT; actives lie on both sides; binding response (% of control), % at 10 µM; Q9Y2U5; hit rate 1.1% among 290,000; in the data active = binding response below about 67% or above about 130%
NALP1 inh – NALP1 inhibition. S. cerevisiae NALP1/ASC/caspase-1 growth, X-gal OD620, 72 h. inhibition, % at 10 µM. hit rate 0.61% among 280,000; in the data active = inhibition mostly above about 24%, no sharp cut-off; inactive = mostly below about 32%; also: some compounds called inactive have numbers as strong as hits
MEKK2 mut-MEK5 – signal of MEK5 binding to mutant human MEKK2 PB1 domain | bead flow cytometry, Alexa488-MEK5 binding to MEKK2 mutant | percent response, % at 10 µM | hit rate 0.35% among 290,000 | AID 1530; in the data active = percent response above about 24%, passing the limit was not always enough; also: inactives centre near 1; some results filed as inactive read as strong as hits; reference of the scale not given here
Active calls of the source: *; . = not tested or not shown.

nr	canonical_smiles	V1R ag counter	OXTR agonist	GalR3 antagonist	PHOSPHO1 inh	GPR7 antagonist	MEKK3 PB1 HTS	MEKK2wt PB1 HTS	NALP1 inh	MEKK2 mut-MEK5
1	O=C1CSC(c2ccc(F)cc2)N1c1nnc(C23CC4CC(CC(C4)C2)C3)s1 (configuration not stated)	.	.	.	-7	-7	105	88	14	0
2	OCCCCNCc1cc(Br)ccc1OCc1ccccc1	2.8	0.9	-6	-17	5	105	134	29	16
3	CN1CCN(C(=O)c2ccccc2NC(=O)Cc2ccccc2)CC1	0.8	0.0	0	20	-15	103	101	4	1
4	C#CCONC(=O)c1cc(OCC(F)(F)F)ccc1OCC(F)(F)F	-0.3	-0.5	-3	40	-2	101	98	-2	-3
5	CCS(=O)(=O)n1nc(-c2ccc(OC)cc2)nc1SC	-0.3	-1.6	-3	5	-20	101	98	21	1
6	CC(C)NOC(=O)c1ccc(Cl)cc1	2.2	1.8	-7	9	-19	95	94	8	-7
7	Cn1c(=O)cc(SCC(=O)NCCC2=CCCCC2)c2ccccc21	1.4	-0.6	3	1	2	105	103	-46	-1
8	CC(=O)c1ccc(C(=O)Nc2sc3c(c2C(N)=O)CCN(Cc2ccccc2)C3)cc1	4.5	0.6	.	-6	9	95	97	0	-2
9	COc1cccc(-c2cc(C(F)(F)F)nc(-n3cc(C)cn3)n2)c1	-1.3	-2.2	-6	-26	-8	99	94	1	6
10	CCN(CC)Cc1cc(O)c(CN(CC)CC)cc1O	.	.	-8	30	-2	97	87	8	-5
11	Cc1ccccc1-c1cc(-c2ccccc2O)on1	1.1	0.5	-7	18	-2	93	93	12	-2
12	CCCCOc1cccc(C(=O)Nc2ccc(NC(=O)c3cccs3)cc2)c1	0.1	-0.6	3	26	-15	102	100	13	-3
13	O=C(NCc1ccco1)C12CN(Cc3ccccc3)CC1C(c1ccc([N+](=O)[O-])cc1)=NO2 (configuration not stated)	-0.4	0.9	-3	32	5	98	95	-6	-4
14	CC(=O)Nc1ccc(SCC(=O)O)cc1	1.1	-0.2	-5	8	-2	103	98	17	-5
15	Cc1ccc(C2=CSC3=NS(=O)(=O)CCN23)cc1	0.1	0.4	-2	6	-8	89	88	21	-2
16	CCC(CC)C(=O)N(CCc1ccc(OC)cc1)Cc1nc2ccccc2c(=O)[nH]1	-0.9	-1.9	-11	0	-5	93	95	-8	-5
17	COc1cc2c(cc1OC)C(c1ccccc1Cl)N(C)CC2 (configuration not stated)	-0.5	-0.5	-10	14	-7	103	103	16	2
18	Cc1ccc(S(=O)(=O)N2CCN(C(=O)c3ccc4c(c3)OCO4)CC2)cc1	6.3	2.2	-8	42	-2	95	92	12	-8
19	COc1ccc(CNC(=O)Cc2cccs2)cc1OC	0.8	0.1	-7	16	-11	106	109	24	10
20	Cn1c(-c2ccccc2)cnc1SCc1nc2ccccc2c(=O)[nH]1	-0.5	-2.0	-4	14	-4	100	97	32	0
21	CC1CCc2c(C(=O)Nc3ccccn3)csc2C1 (configuration not stated)	0.0	-2.0	-3	33	-20	90	82	.	-26
22	COCC(C)NC(=O)C1CC(c2cccc(Br)c2)=NO1 (configuration not stated)	0.2	0.3	-1	1	-13	95	100	1	0
23	COc1ccc(C(=O)N2CCCC(CCC(=O)NCc3ccccc3F)C2)c(OC)n1 (configuration not stated)	0.3	0.3	-9	18	5	100	103	-4	5
24	O=C(CSc1nc(O)cc(=O)n1-c1ccccc1)NCc1ccccc1	-0.8	-0.9	-2	0	1	104	105	35	4
25	CCOc1ccccc1-n1c(CNc2ccc(F)cc2)nnc1SCC(=O)NCc1ccco1	1.1	-1.6	0	-54	8	96	99	14	3
26	CC1(C)CC(=O)C2=C(C1)Nc1ccccc1NC2c1cccc(F)c1 (configuration not stated)	.	.	-3	14	11	102	98	12	-1
27	Cc1ccnc(NS(=O)(=O)c2ccc(NC(=O)c3ccc(Cl)cc3[N+](=O)[O-])cc2)n1	.	.	-3	44	-15	100	107	-2	7
28	COc1ccc(N2CCN(C(CNC(=O)C(=O)NCC(OC)OC)c3ccco3)CC2)cc1 (configuration not stated)	0.1	-0.6	1	6	-8	102	104	12	3
29	COc1ccc(CNC(=O)COC(=O)/C=C/c2cccc(Br)c2)cc1	4.9	1.5	0	24	-9	104	107	8	1
30	Cc1ccc(CN(c2ccc(C(=O)NCc3ccc4c(c3)OCO4)cc2)S(C)(=O)=O)cc1	8.2	12	0	5	16	89	90	11	-3
31	CCCCN1C(C(=O)Nc2ncccn2)=C(O)c2ccccc2S1(=O)=O	0.9	-0.1	-12	28	-2	103	104	-1	5
32	COCC(=O)OCC(=O)Nc1ccccc1-c1ccccc1	-0.7	0.2	-6	32	-10	106	95	2	-12
33	C=C(C)CN(CC)c1nc(N)c2c(N)nc3c(c2c1C#N)CC(=O)N3C12CC3CC(CC(C3)C1)C2	0.1	0.0	-4	13	-1	92	88	-9	-3
34	CCc1[nH]nc2c1C(c1ccsc1)C(C#N)=C(N)O2 (configuration not stated)	0.5	1.1	4	-6	-14	98	103	-8	8
35	Cc1cc([N+](=O)[O-])nn1CC(=O)N1N=C(C(F)F)CC1(O)C(F)F (configuration not stated)	1.1	-0.3	-6	0	1	98	100	6	-2
36	Cc1nc(C/C(=N\Nc2ccccc2)c2ccc(O)cc2O)cs1	1.4	-0.1	-6	17	-7	99	97	11	-3
37	Cc1cc(C)n(-c2nc(-n3nc(C)cc3C)c3c4c(sc3n2)COC(C)(C)C4)n1	-2.2	-2.6	-2	-7	-10	.	.	4	.
38	CCC(C)COC(=O)C(C#N)c1nc2ccccc2nc1N1CCCCC1 (configuration not stated)	0.3	-0.9	-5	10	-8	96	91	12	-7
39	Cc1ccc(CNC(=O)CCCn2nc(C)n3ccnc3c2=O)cc1	6.0	0.2	.	-9	4	102	101	5	4
40	CCCCn1c(SCC(=O)NCc2ccc(OC)c(C(=O)O)c2)nc2cc(S(N)(=O)=O)ccc21	-0.4	0.4	-8	23	-8	107	109	18	1
41	CC(O)CNc1nc2c(c(=O)n(Cc3ccccc3)c(=O)n2C)n1C (configuration not stated)	0.7	0.6	-9	23	8	100	103	2	3
42	Cc1cccc(NC(=O)NCC(F)(F)F)n1	-0.3	-0.9	-4	-16	2	95	96	11	-5
43	Cc1cc(CNC(=O)Cc2ccccc2)c2ccccc2n1	0.0	0.9	1	-5	1	108	98	-9	-12
44	COc1ccc(C(=O)Nc2ccccc2C(=O)O)cc1NC(=O)C(c1ccccc1)c1ccccc1	-1.1	-1.2	-1	12	-4	101	97	-22	1
45	O=C(OCC(=O)N1CCOCC1)c1cccc(S(=O)(=O)N2CCCc3ccccc32)c1	0.8	1.4	-4	8	1	90	94	11	-7
46	CCCC(=O)N1CCN(c2nnc(-c3ccccc3)c3ccccc23)CC1	0.1	-1.5	-4	36	-9	103	105	2	9
47	N#C/C(=N/O)c1nc(-c2ccc(F)cc2)cs1	8.4	9.6	-2	-3	-6	95	100	34	1
48	COc1ccc(C(=O)Nc2cc(C(C)=O)c(C)oc2=O)cc1	0.8	-1.1	-4	37	-15	103	98	19	-1

An excerpt from above in order of formula weight, high to low.
nr	canonical_smiles	V1R ag counter	OXTR agonist	GalR3 antagonist	PHOSPHO1 inh	GPR7 antagonist	MEKK3 PB1 HTS	MEKK2wt PB1 HTS	NALP1 inh	MEKK2 mut-MEK5
28	COc1ccc(N2CCN(C(CNC(=O)C(=O)NCC(OC)OC)c3ccco3)CC2)cc1 (configuration not stated)	0.1	-0.6	1	6	-8	102	104	12	3
46	CCCC(=O)N1CCN(c2nnc(-c3ccccc3)c3ccccc23)CC1	0.1	-1.5	-4	36	-9	103	105	2	9
19	COc1ccc(CNC(=O)Cc2cccs2)cc1OC	0.8	0.1	-7	16	-11	106	109	24	10

The list goes on:
nr	canonical_smiles	V1R ag counter	OXTR agonist	GalR3 antagonist	PHOSPHO1 inh	GPR7 antagonist	MEKK3 PB1 HTS	MEKK2wt PB1 HTS	NALP1 inh	MEKK2 mut-MEK5
49	O=C(NCCCN1CCOCC1)c1cc2ccccc2oc1=O	-0.9	1.1	-3	-6	5	105	100	2	-3
50	Cc1ccc(-n2ncc3c(NCc4ccc5c(c4)OCO5)ncnc32)c(C)c1	3.1	1.2	-5	6	3	94	101	-3	-2
51	O=C(Nc1ccc(N2CCCC2)c(S(=O)(=O)Nc2cccc(C(F)(F)F)c2)c1)c1cccs1	0.1	-2.0	-6	-1	-14	97	109	.	-1
52	Clc1ccc2c(N3CCOCC3)ccnc2c1	1.5	2.2	-7	15	-15	107	108	9	3
53	c1ccc(Nc2cccc(Nc3ccccc3)n2)cc1	-0.3	-2.1	-2	4	-14	98	106	18	2
54	Cc1cc(S(=O)(=O)Nc2ccc3c(c2)COC3=O)ccc1F	0.4	1.4	10	31	-9	103	104	1	7
55	CCOC(=O)c1ccc(NC(=S)N(CCCN2CCCC(C)C2)Cc2cccs2)cc1 (configuration not stated)	0.2	-0.2	-5	17	7	103	142*	21	13
56	Cc1nc2ccc(C(=O)N/N=C/c3ccc(O)cc3)cc2[nH]1	0.1	0.6	-1	40	6	97	100	6	1

Structural class, those above containing a COOH group
nr	canonical_smiles	V1R ag counter	OXTR agonist	GalR3 antagonist	PHOSPHO1 inh	GPR7 antagonist	MEKK3 PB1 HTS	MEKK2wt PB1 HTS	NALP1 inh	MEKK2 mut-MEK5
14	CC(=O)Nc1ccc(SCC(=O)O)cc1	1.1	-0.2	-5	8	-2	103	98	17	-5
40	CCCCn1c(SCC(=O)NCc2ccc(OC)c(C(=O)O)c2)nc2cc(S(N)(=O)=O)ccc21	-0.4	0.4	-8	23	-8	107	109	18	1
44	COc1ccc(C(=O)Nc2ccccc2C(=O)O)cc1NC(=O)C(c1ccccc1)c1ccccc1	-1.1	-1.2	-1	12	-4	101	97	-22	1

(cont.)
nr	canonical_smiles	V1R ag counter	OXTR agonist	GalR3 antagonist	PHOSPHO1 inh	GPR7 antagonist	MEKK3 PB1 HTS	MEKK2wt PB1 HTS	NALP1 inh	MEKK2 mut-MEK5
57	COc1ccc(-c2csc(Nc3ncccc3C)n2)cc1	-0.8	-2.0	-4	-3	-1	103	113	14	8
58	Cc1ccc(OCCOCCNC(C)C)c(Br)c1	1.6	1.5	-2	-1	-6	103	110	14	6
59	O=C(c1ccccc1)[C@@H]1[C@@H](C(=O)c2ccc(F)cc2)[C@@]2(C(=O)Nc3ccccc32)[C@H]2c3ccccc3C=CN12	1.3	-0.1	-3	-19	-6	96	101	41	4
60	Cc1nnc(SCC2=C(C(=O)O)N3C(=O)C(NC(=O)Cn4nc(C)c(Cl)c4C)C3SC2)s1 (configuration not stated)	0.7	-0.5	4	8	-16	99	99	12	-1
61	CC(C)NCc1nnc(-c2ccccc2Cl)o1	-0.1	0.5	-2	-30	7	98	95	4	-3
62	CC(=O)Nc1ccc(NC(=O)C2CC(=O)N(Cc3ccccc3)C2)cc1 (configuration not stated)	-0.4	-0.1	-3	6	-9	110	95	-2	-8
63	O=C(c1ccco1)N1CCN(C(c2ccccc2Cl)c2nnnn2CC2CCCO2)CC1 (configuration not stated)	0.6	0.6	1	-2	9	117	116	-6	7

Single values from the list.
Result of compound 61 in OXTR agonist: 0.5
Result of compound 58 in MEKK2wt PB1 HTS: 110
Result of compound 57 in MEKK2wt PB1 HTS: 113

Source: PubChem
